High-throughput results: PubChem, several laboratories
ABCB6 inh 2: ABCB6 transporter inhibitors, primary screen, K562-ABCB6 cells, flow cytometry, MLPCN library; ATP-binding cassette sub-family B member 6 (Homo sapiens), Q9NP58; fluorescence ratio to DMSO, % at 10 µM; K562-ABCB6 porphyrin accumulation, 1 h; hits give low values; 360,000 tested, 0.19% active;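 active = fluorescence ratio to DMSO below 75%, the collection mean minus 3 SD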;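 also: signal is porphyrin accumulated inside mitochondria; 100% equals median channel fluorescence of DMSO control wells; lower ratio means ABCB6 inhibition with less porphyrin fluorescence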
Exocytosis inh: LAMP-1 surface exposure blockers, TALL-104 cells – cell-based, flow cytometry, MLPCN library, primary screen | TALL-104 LAMP-1 surface exposure; cells stimulated with thapsigargin and PMA | inhibition, % at 10 µM | 360,000 tested, 0.66% active;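 active = inhibition above about 55%, limit read from the data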
iPSC survival up: enhancers of single-cell hiPSC survival, primary screen, ATPlite luminescence; 100% = ROCK inhibitor wells, 0% = DMSO; AID 602274, 2012; survival enhancement, % at 20 µM; 360,000 tested, 0.044% active; in the data active = survival enhancement above about 18%;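 also: cells exposed to compounds for 16 hours before the ATP read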
MC4R ag barr: MC4R agonists recruiting beta-arrestin, primary screen, cell-based, luminescence, agonist arm of biased-ligand search; Melanocortin receptor 4 (Homo sapiens), P32245; U2OS MC4R beta-arrestin complementation; percent of melanotan II response, DMSO zero; activation, % at 8.9 µM; 360,000 tested, 0.98% active;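 active = activation above a per-plate cutoff, the mean activation of sample wells on that plate plus 3 SD, cut at about 8% in these data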
Target sequence (P32245 whole entry, looked up): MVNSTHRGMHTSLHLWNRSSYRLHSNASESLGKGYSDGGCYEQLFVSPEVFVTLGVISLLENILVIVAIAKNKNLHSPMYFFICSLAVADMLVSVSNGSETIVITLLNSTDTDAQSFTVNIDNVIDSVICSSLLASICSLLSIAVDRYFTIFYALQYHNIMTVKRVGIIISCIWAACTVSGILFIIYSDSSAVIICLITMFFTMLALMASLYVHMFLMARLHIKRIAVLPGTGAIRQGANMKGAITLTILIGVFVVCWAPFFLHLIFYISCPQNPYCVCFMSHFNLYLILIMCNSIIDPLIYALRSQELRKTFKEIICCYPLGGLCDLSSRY
MC4R antagonist: MC4R antagonists of cAMP signaling, primary screen, cell-based, TR-FRET, antagonist arm of biased-ligand search. 360,000 tested, 0.48% active. Melanocortin receptor 4 (Homo sapiens), P32245. MC4R-expressing cells, MTII-stimulated cAMP, LANCE TR-FRET. inhibition, % at 6.5 µM;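 active = inhibition above its plate's cutoff, the mean of tested wells on that plate plus 3 SD, cut at about 29% in these data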;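 also: 0% = Melanotan II alone and 100% = Melanotan II plus saturating MCL0020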
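system = U2OS cells with stable human MC4R expression | also added = Melanotan II challenge after compound preincubation | dosing = one concentration, 6.5 µM nominal | incubation = compound 30 min, challenge 1 h, detection 1 h | measured by = TR-FRET with Eu-cAMP and labeled anti-cAMP, 671 nm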
m5-HT2A agonist: mouse Htr2a agonists via beta-arrestin recruitment, primary screen, cell-based, luminescence; 5-hydroxytryptamine receptor 2A (Mus musculus), P35363; CHO-K1 mHTR2A beta-arrestin complementation; percent of 30 µM serotonin response; activation, % at 7.6 µM; 360,000 tested, 0.66% active; AID 624169, 2012;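 active = activation above a run cutoff, the mean activation of all tested compounds plus 3 SD, cut at about 14% in these data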;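 also: 0% = plate median of compound wells and 100% = 30 µM serotonin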
Target sequence (P35363 whole entry, looked up): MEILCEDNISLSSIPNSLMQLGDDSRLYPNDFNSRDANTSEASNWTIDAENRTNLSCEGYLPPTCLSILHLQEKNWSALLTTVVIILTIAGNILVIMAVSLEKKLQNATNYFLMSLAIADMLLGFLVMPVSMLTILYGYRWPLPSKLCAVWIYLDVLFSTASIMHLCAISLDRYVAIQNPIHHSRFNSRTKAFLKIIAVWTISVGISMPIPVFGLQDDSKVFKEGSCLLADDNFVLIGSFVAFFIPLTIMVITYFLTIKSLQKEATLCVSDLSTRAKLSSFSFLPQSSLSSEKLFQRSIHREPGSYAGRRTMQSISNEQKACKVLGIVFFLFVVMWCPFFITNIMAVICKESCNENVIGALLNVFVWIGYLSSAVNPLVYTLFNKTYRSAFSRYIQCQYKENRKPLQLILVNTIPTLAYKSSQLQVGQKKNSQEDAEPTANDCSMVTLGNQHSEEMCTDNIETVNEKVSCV
H9c2 protect: cardioprotection against H2O2-induced cell death, primary screen, uHTS, H9c2 cells, ATPLite luminescence | H9c2 cardiomyocytes, H2O2 injury protection, 2 h | protection from H2O2 cell death, % at 20 µM | 360,000 tested, 0.63% active;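 active = compounds giving at least 50% protection of heart cells from peroxide-induced death in the single-dose screen, raw or plate-pattern-corrected value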;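 also: 0% = DMSO wells with peroxide and 100% = DMSO wells without peroxide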
N-glyco inh: increase of ERlucT glycosylation luciferase signal, primary screen, N-linked glycosylation inhibitor project, D54 ERlucT cells, luminescence, set 2; 360,000 tested, 0.23% active; reporter increase, % at 12.5 µM; D54 ERlucT glycosylation luciferase reporter, 24 h; percent of 100 nM tunicamycin response;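 active = mean luciferase reporter signal, scaled so untreated is 0 and the glycosylation-blocking control 100, at or above a set limit in every replicate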;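 also: luciferase carries N-glycosylation sites so blocking glycosylation raises the light; 0% = median of neutral control wells and 100% = median of 100 nM tunicamycin wells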
aDG glyco up: activators of alpha-DG glycosylation, primary screen, uHTS, Pro5-aDG cells, AlphaScreen | alpha-DG glycosylation AlphaScreen (IIH6); 0% Pro5, 100% B10-LARGE cell signal | 360,000 tested, 0.22% active | activation, % at 10 µM;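 active = activation of at least 8% versus controls, or a plate z-score of at least 8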;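 also: Pro5 are CHO cells carrying HIG-tagged alpha-DG that lacks glycosylation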
ABHD5 PLIN5 PPI: ABHD5-PLIN5 interaction inhibitors, primary screen, cell lysate, split luciferase complementation, luminescence | Perilipin-5 (Homo sapiens) + 1-acylglycerol-3-phosphate O-acyltransferase ABHD5 (Homo … | Split G. princeps luciferase complementation, 4 h | inhibition, % at 4 µM | 360,000 tested, 0.78% active | AID 602281, 2012;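 active = inhibition above the mean inhibition across every tested compound plus 3 SD, cut at about 22% in these data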;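 also: 0% = DMSO only wells and the 100% control is not disclosed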
The depositor's hits bear a star; · = no result given.

SMILES | ABCB6 inh 2 | Exocytosis inh | iPSC survival up | MC4R ag barr | MC4R antagonist | m5-HT2A agonist | H9c2 protect | N-glyco inh | aDG glyco up | ABHD5 PLIN5 PPI
CN(CC1CCOCC1)C(=O)c1ccc2nc(Cc3cccc(Cl)c3)oc2c1 | 90 | -2 | -0.2 | -0.8 | -1 | -8 | 3 | -2 | -0.2 | 1
Cc1ccc(NC(=S)N2CCN(S(=O)(=O)c3ccccc3)CC2)cc1 | 100 | 7 | -0.2 | -2.2 | 12 | -9 | 4 | -2 | -0.2 | -2
CCOc1cc(C2NC(=O)NC(C)=C2C(C)=O)cc(Cl)c1OCC(=O)O (stereo not drawn) | 96 | -3 | -1.4 | -2.0 | 0 | -2 | -7 | 0 | 0.0 | -3
COc1ccc(N2C(=O)CC(Sc3n[nH]c(-c4ccccc4)n3)C2=O)cc1 (stereo not drawn) | 99 | 88* | -0.5 | -2.2 | 2 | 4 | -20 | 0 | 0.1 | 7
Cc1cc(Br)ccc1NC(=O)CNC(=O)Cn1ncc(Cl)c(Cl)c1=O | 89 | 3 | -1.8 | -2.5 | 47* | -4 | -20 | -23 | -0.5 | -2
Nc1c(Cl)ncnc1N1CCN(c2ncnc(Cl)c2N)CC1 | 100 | 7 | 2.3 | 0.4 | -1 | 6 | 2 | 0 | 0.1 | 5
CCCOc1ccc(C(=O)Nc2cccnc2)cc1 | 97 | -2 | -0.1 | -1.1 | 12 | -3 | -5 | -4 | -0.1 | -1
Cc1ccc(N2C(=O)N(CC(=O)Nc3ccc(F)c(F)c3)C(=O)C2C)cc1 (stereo not drawn) | 102 | 4 | -0.5 | -2.0 | 0 | 4 | 3 | 1 | -0.1 | -1
COc1ccc(-n2nnnc2SCC(=O)Nc2ccc3c(c2)OCCO3)c(OC)c1 | 99 | 0 | -0.3 | -1.4 | 14 | -5 | -7 | -2 | 0.1 | -2
Cc1ccccc1N=C1Nc2ccccc2CS1 | 92 | 2 | -2.2 | -2.2 | -2 | 2 | -32 | -6 | 0.5 | -5
O=C(CCCCCn1c(=O)[nH]c2ccsc2c1=O)N1CCN(C2CCCCC2)CC1 | 103 | -5 | 0.2 | -1.9 | 14 | -3 | 24 | -4 | 0.0 | 1
CC(=O)c1cccc(-c2ccnc3c2CC(C(=O)Nc2ccc4c(c2)OCO4)O3)c1 (stereo not drawn) | 98 | 3 | -1.4 | -1.2 | -17 | 1 | 8 | 23 | -0.2 | -2
O=C(Nc1cccc(Cl)c1)NC1CCS(=O)(=O)C1 (stereo not drawn) | 95 | -17 | 0.4 | 0.2 | -2 | -3 | 8 | 1 | -0.1 | 6
CCCCN(CCCC)c1nn[nH]n1 | 101 | -2 | 1.8 | -0.1 | 10 | 3 | -1 | 1 | 0.0 | -7
COc1ccccc1OC(=O)c1cc2ccccc2oc1=O | 95 | 2 | -0.2 | -1.9 | -4 | -1 | 5 | 1 | 0.1 | 2
O=C(CSc1nc(=O)n(CCCN2CCOCC2)c2c1CCC2)Nc1ccccc1F | 105 | 1 | -0.4 | -2.7 | 16 | 10 | 5 | 0 | 0.3 | -12
C/C(=N\NC(=O)c1ccccc1C)c1cccc([N+](=O)[O-])c1 | 97 | -1 | 1.6 | -1.8 | -4 | -1 | 3 | 2 | 0.0 | -5
CSCCC(NC(=O)/C(=C/c1ccc2c(c1)OCO2)NC(=O)c1cccc([N+](=O)[O-])c1)C(=O)O (stereo not drawn) | 98 | -2 | -1.0 | -0.4 | 5 | 1 | 2 | 0 | 0.6 | 5
Cn1ccc(NC(=O)Nc2cccc([N+](=O)[O-])c2)n1 | 89 | -3 | -0.7 | -1.2 | -7 | -3 | -6 | -1 | 0.0 | 1
Cc1onc(-c2c(F)cccc2Cl)c1C(=O)Nc1nnc(C2CC2)s1 | 93 | 0 | -0.6 | -1.7 | 10 | -5 | 4 | 0 | -0.1 | -6
O=C1NCCN1CCNS(=O)(=O)c1ccc(F)c(Cl)c1 | 98 | -6 | 0.1 | -0.1 | -2 | -2 | 0 | 1 | 0.0 | -2
Cc1cccc(C)c1NC(=O)C(NC(=O)CN1C(=O)c2ccccc2C1=O)c1ccccc1 (stereo not drawn) | 104 | -2 | 2.8 | 2.4 | 26 | 0 | -4 | 0 | -0.1 | -5
Cc1c(NS(=O)(=O)c2ccc3c(c2)c(=O)n(C)c(=O)n3C)c(=O)n(-c2ccccc2)n1C | 90 | -2 | -1.4 | -0.3 | -1 | 2 | 1 | 2 | -0.2 | -2
N#C/C(=C/c1ccc(F)cc1)S(=O)(=O)c1ccccc1 | 97 | -3 | -0.3 | -3.2 | 2 | -2 | -1 | 3 | -0.2 | -2
COc1ccc(-c2sc(NC(C)=O)nc2-c2ccccc2)cc1 | 97 | -4 | -2.1 | 0.5 | -4 | -4 | -2 | 3 | -0.1 | -4
COC(=O)CSc1nnc(CNS(=O)(=O)c2ccc(Cl)cc2)n1C | 91 | 1 | -1.4 | -1.5 | 7 | 2 | 2 | 1 | 0.4 | -3
COc1ccc(-c2cc(C(=O)NCCCN3CCCC3=O)c3ccccc3n2)cc1 | 95 | -13 | 0.1 | -0.2 | 13 | -12 | 0 | 2 | -0.3 | 10
Cc1[nH]n(-c2ccccc2)c(=S)c1C=NCCCN=Cc1c(C)[nH]n(-c2ccccc2)c1=S | 96 | 6 | -0.8 | -4.0 | -6 | 2 | 0 | 10 | -0.6 | -20
O=C(C1CCN(S(=O)(=O)c2ccc(Br)s2)CC1)N1CCN(C2CCCCC2)CC1 | 101 | -3 | 0.0 | -1.4 | 8 | -4 | -9 | -6 | -0.2 | 3
CC(C)(C)NC(=O)Cn1nnnc1-c1nonc1N | 91 | 1 | 9.8 | -1.9 | 3 | 0 | 2 | 0 | -0.1 | 1
O=C(COc1ccc([N+](=O)[O-])cc1)Nc1ccc2[nH]c(=O)[nH]c2c1 | 102 | -8 | -0.2 | -3.3 | 6 | -5 | 7 | 2 | 0.6 | -5
CCCCc1c(C)nc(N)[nH]c1=O | 106 | -5 | -2.7 | -3.3 | 11 | 2 | -8 | 1 | 0.0 | -4
Cc1cc(C)c(N)c(C(=O)O)c1 | 94 | -10 | -0.1 | -0.1 | 6 | 5 | -6 | 0 | 0.1 | 3
Cc1cc(CNC(=O)C2CCC(=O)N(Cc3cccc(C(F)(F)F)c3)C2)no1 (stereo not drawn) | 97 | 3 | -0.4 | -3.5 | 8 | -2 | -2 | 1 | 0.1 | 1
CCc1nc2c(OCC(=O)N3CCOCC3)cccn2c1N(C=O)Cc1ccccc1 | 94 | -3 | -2.0 | -1.0 | 4 | -4 | 8 | -1 | 0.2 | 9
CCOc1ncccc1C(=O)Nc1ccc(Cl)c(S(=O)(=O)N2CCCC2)c1 | 96 | 2 | -0.2 | 3.0 | 2 | 2 | 8 | 1 | 0.1 | -1
Cc1ccccc1CNC(=O)c1ccc2nc([C@@H]3O[C@H](CO)[C@H](O)[C@H](O)[C@H]3O)[nH]c2c1 | 101 | -10 | -1.2 | -1.4 | 13 | -1 | -1 | 0 | 0.0 | 6
Cc1ccc(-n2c(Cc3cccc4ccccc34)n[nH]c2=S)c(C)c1 | 95 | 8 | 1.7 | -2.9 | 4 | -3 | 3 | 2 | -0.4 | -6
CN(C)CCO/N=C(\c1ccc(Br)cc1)c1cccnc1 | 92 | 0 | -0.3 | 0.9 | -1 | -10 | -3 | -4 | 0.2 | -2
Cc1ccc2cc3c(nc2c1)N(Cc1ccco1)CC3 | 95 | -2 | 11 | -1.8 | 7 | 1 | -29 | -2 | 1.1 | 4
CSc1ccc(CN(C)CC(=O)N(C)CC(=O)Nc2ccccc2Br)cc1 | 95 | -2 | 2.4 | -2.4 | 1 | 0 | 2 | -2 | -0.1 | 10
CC(C)CC(NC(N)=O)C(=O)OCC(=O)Nc1ccc(SC(F)F)cc1 (stereo not drawn) | 100 | -2 | 0.3 | -0.1 | 8 | 2 | -7 | 1 | -0.1 | -1
O=C(NNC(=O)C1CCN(Cc2ccccc2)CC1)c1cccc(Cl)c1 | 102 | 0 | 0.8 | -1.7 | -1 | -1 | -3 | 0 | 0.1 | -8
CC(=O)Cc1nsc(NC(=O)c2ccc(COc3ccc(C)cc3)o2)n1 | 90 | 1 | -2.0 | 1.6 | -3 | 2 | 3 | 2 | 0.3 | 3
CC1(C)CC(NC(=O)C2CCC(=O)N(C3CC3)C2)CC(C)(C)C1 (stereo not drawn) | 102 | -2 | 0.5 | -0.3 | 10 | 0 | 3 | 4 | -0.3 | -5
CC(C)Oc1ccc(C(=O)CCN2CCOCC2)cc1 | 94 | 59* | 0.2 | -0.3 | 8 | 9 | 2 | 0 | 0.3 | 4
C(=N\Nc1ccccc1)/c1ccc(N2CCOCC2)cc1 | 106 | 1 | -2.9 | 0.1 | 4 | -6 | -8 | -2 | -0.2 | -4
CC1(C(=O)Nc2ccc3ccccc3c2)CCC(=O)N1CC(F)(F)F (stereo not drawn) | 95 | -8 | -0.3 | · | · | 6 | 2 | 2 | -0.1 | -3
CSCCC(NC(=O)c1ccccc1Br)C(=O)NNC(=O)c1ccncc1 (stereo not drawn) | 96 | 5 | -0.1 | -5.0 | 12 | 1 | 11 | 2 | -0.1 | -9
CCCCC(=O)NC(c1ccccc1)c1ccc2cccnc2c1O (stereo not drawn) | 95 | 10 | -0.2 | -0.1 | -5 | 7 | 42 | -14 | -0.3 | 14
COc1ccc(F)cc1S(=O)(=O)n1nnc2ccccc21 | 108 | -1 | 0.2 | 3.6 | 7 | 0 | 13 | 0 | -0.4 | -5
CCOC(=O)c1[nH]c(C)c(/C(O)=C2\C(=O)C(=O)N(CCN(C)C)C2c2ccco2)c1C (stereo not drawn) | 114 | 7 | -0.5 | 0.2 | 4 | -1 | -4 | 1 | 0.6 | 5

In a second layout: three of the compounds above.
Screens in order: ABCB6 inh 2	Exocytosis inh	iPSC survival up	MC4R ag barr	MC4R antagonist	m5-HT2A agonist	H9c2 protect	N-glyco inh	aDG glyco up	ABHD5 PLIN5 PPI
CCOc1cc(C2NC(=O)NC(C)=C2C(C)=O)cc(Cl)c1OCC(=O)O (stereo not drawn)
 : 96	-3	-1.4	-2.0	0	-2	-7	0	0.0	-3
COc1ccc(N2C(=O)CC(Sc3n[nH]c(-c4ccccc4)n3)C2=O)cc1 (stereo not drawn)
 : 99	88*	-0.5	-2.2	2	4	-20	0	0.1	7
Cc1cc(Br)ccc1NC(=O)CNC(=O)Cn1ncc(Cl)c(Cl)c1=O
 : 89	3	-1.8	-2.5	47*	-4	-20	-23	-0.5	-2
